# KDM5B inh = Primary screen for KDM5B Histone Demethylases FDH-coupled qHTS. KDM5B demethylase, FDH-coupled NADH fluorescence (FDH is formaldehyde dehydrogenase). 2.6% of 220,000 active. Lysine-specific demethylase 5B (Homo sapiens), Q9UGL1. AID 1347165, 2019. Potency, µM (top dose mostly 57.7 µM), for inactives: top-dose activity change, negative = inhibition, usual class: inhibitors; active means well fitted inhibition curve with a large enough effect; inconclusive means small, poorly fitted or top-dose-only effect; inactive means no such curve, though single readings can be large or run the other way; further: 0% is about no effect; nearly all actives have a fitted effect of over 70% in size
# Target sequence (Q9UGL1 whole entry, looked up): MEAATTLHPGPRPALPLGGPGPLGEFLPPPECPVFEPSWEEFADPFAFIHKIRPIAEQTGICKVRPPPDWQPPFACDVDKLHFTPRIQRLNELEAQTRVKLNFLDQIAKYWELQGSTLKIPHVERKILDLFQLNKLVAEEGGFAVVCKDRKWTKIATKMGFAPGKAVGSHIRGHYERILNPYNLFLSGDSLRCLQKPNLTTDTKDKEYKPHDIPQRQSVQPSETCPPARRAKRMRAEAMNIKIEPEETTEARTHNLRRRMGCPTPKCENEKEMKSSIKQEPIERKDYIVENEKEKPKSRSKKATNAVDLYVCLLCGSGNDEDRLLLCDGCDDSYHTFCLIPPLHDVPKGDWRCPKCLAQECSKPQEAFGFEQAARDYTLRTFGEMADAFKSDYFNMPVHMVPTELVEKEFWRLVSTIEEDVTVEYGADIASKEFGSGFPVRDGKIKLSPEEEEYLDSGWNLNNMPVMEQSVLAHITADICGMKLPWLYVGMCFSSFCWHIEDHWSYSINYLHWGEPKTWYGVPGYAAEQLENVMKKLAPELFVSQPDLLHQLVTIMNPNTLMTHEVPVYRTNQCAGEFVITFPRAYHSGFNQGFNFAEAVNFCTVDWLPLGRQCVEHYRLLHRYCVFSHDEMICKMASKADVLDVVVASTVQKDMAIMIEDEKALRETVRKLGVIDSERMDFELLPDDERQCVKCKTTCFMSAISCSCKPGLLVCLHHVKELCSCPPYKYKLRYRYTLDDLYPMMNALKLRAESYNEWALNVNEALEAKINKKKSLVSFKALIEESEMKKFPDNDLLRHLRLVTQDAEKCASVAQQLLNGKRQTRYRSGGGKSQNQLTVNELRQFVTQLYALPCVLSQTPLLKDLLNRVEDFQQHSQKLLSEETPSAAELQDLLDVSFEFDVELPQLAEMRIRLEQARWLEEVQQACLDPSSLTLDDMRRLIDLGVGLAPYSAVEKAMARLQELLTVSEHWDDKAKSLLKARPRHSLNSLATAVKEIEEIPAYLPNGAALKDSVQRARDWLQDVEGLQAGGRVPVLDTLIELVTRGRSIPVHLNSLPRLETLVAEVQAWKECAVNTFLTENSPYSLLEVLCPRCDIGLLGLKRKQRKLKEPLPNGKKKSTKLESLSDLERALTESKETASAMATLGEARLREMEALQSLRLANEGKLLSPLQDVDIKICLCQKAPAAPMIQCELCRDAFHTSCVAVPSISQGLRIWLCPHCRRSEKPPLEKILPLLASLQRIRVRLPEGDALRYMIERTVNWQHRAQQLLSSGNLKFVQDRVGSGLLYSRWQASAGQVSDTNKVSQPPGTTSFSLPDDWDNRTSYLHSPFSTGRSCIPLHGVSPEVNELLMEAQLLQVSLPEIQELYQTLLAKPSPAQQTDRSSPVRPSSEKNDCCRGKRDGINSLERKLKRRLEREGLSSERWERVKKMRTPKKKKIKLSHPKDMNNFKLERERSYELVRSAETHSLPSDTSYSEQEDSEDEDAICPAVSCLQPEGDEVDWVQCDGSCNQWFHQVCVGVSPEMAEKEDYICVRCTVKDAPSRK
#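 Inhibition is measured as reduced NADH fluorescence generation from FDH coupling to formaldehyde release. Truncated KDM5BΔAP at 200 nM final acts on H3K4me3 peptide (12.5 µM in substrate mix) in pH 7.5 HEPES buffer with Tween-20, 30 min, room temperature.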
# Active calls of the source: *; ? = inconclusive; [ ] = another dose, or the depositor's remark. Potency means the concentration at half of the fitted maximal effect.
KDM5B inh	SMILES
-15.7%	CCc1ccccc1NC(=O)CN1C(=O)COc2ccc(S(=O)(=O)Nc3ccccc3)cc21
11.5%	Cn1nccc1C(=O)N1CCC(N2C[C@H](O)C[C@H]2C(=O)NC2CCCCC2)CC1
-17.7%	CCOc1ccc(Nc2cc(C(=O)NCC(OC)OC)c3ccccc3n2)cc1
37.0%	CC(C)C(OC(=O)c1nsc(Cl)c1Cl)C(=O)NC1CCCCC1 (centres undefined)
?	CCN1CCN(C(=O)C2CCc3ncc(-c4ccsc4)n3C2)CC1 (centres undefined)
12.5%	Cc1cccc(C)c1-n1ncc(C(=O)NCCN2CCOCC2)c1C1CCN(C(=O)OC(C)(C)C)CC1
?	CCOc1ccccc1N(CC)C(=O)Cn1ncc2c([nH]c3ccccc32)c1=O
4.4%[149 µM]	CC(=O)NCCC(=O)N1CCC2(CC1)CN(C(=O)NC(C)C)CCO2
?	CC(C)c1ccc(NC(=O)Cn2c(=O)n(Cc3nc(-c4ccccc4)no3)c(=O)c3cc4c(cc32)OCO4)cc1
?	C(=C\c1nc2ccccc2s1)/c1cccc(Oc2ccccc2)c1
?	Cc1csc(NC(=O)c2nc(C(O)c3cccc(O)c3)oc2C)n1 (centres undefined)
1.6%	CC(C)C(=O)NC(=S)Nc1ccc(NC(=O)c2cccc(Cl)c2)cc1
6.3%	O=C(Cn1cccc1-c1nc(-c2ccccc2)no1)Nc1ccccc1F
-8.8%	CCN1C(=O)CCN(S(=O)(=O)c2cccc(OC)c2)CC12CCOCC2
6.2%	CCCOc1c(CN)cccc1OC
?	CCOC(=O)c1sc2ncn(CC(=O)Nc3cc(Cl)ccc3C)c(=O)c2c1C
-19.6%	Cc1noc(C)c1CCCNC(=O)[C@@]12CNC[C@@H]1CN(Cc1ccccc1)C2
12.4%	O=C(O)C1CCC1C(=O)Nc1nc(-c2ccc(Cl)s2)cs1 (centres undefined)
-6.6%[86.2 µM]	COc1ccccc1C(=O)NC[C@@H]1C=C(C)[C@H](Cc2nc3ccccc3[nH]2)C[C@H]1C(C)C
3.9%	Cc1ccc(CC(=O)Nc2cnc3ccccc3c2)cc1
7.7%	CCOC(=O)C1CCN(c2cc(C)nc3nc(Cc4ccc(Cl)cc4)nn23)CC1
-18.6%[86.2 µM]	COc1ccc(-c2noc(C(=O)O)c2[C@@H](C)NC(=O)CC(C)C)cc1
-12.0%	Cc1ncsc1CN1CCC2(CC1)CC(Cc1nc(-c3ccccc3)no1)CCO2 (centres undefined)
?	CNc1ccnc(N2CCC(N3CCCC(C(=O)N4CCCC4)C3)CC2)n1 (centres undefined)
3.7%	NC(=O)[C@H](Cc1ccc(O)cc1)NC(=O)[C@@]1(O)C[C@@H](O)[C@H](O)[C@@H](NC(=O)Nc2ccc(OC(F)(F)F)cc2)C1
-9.9%	Cc1noc([C@@H]2CN(S(=O)(=O)c3ccc4c(c3)CCCC4)C[C@H]2C(N)=O)n1
19.0%	CC(=O)NC12CC3CC(C1)CC(C(=O)NCc1cccc(Cl)c1)(C3)C2
?	Cc1cccc(NC(=O)c2ccc3c(c2)N(C)C2CCCCN2C3=O)c1 (centres undefined)
-13.6%	Cc1ccc(NC(=O)C2CCC(C(C)(C)C)CC2)cc1 (centres undefined)
41.7%[activator]	CC(C)C[C@@H]1N[C@H](C(=O)NCc2ccccc2)Cc2cn(Cc3cccnc3)c3cccc1c23
-14.3%	CCOc1ccc(CC(=O)NC2CCN(c3cc(-c4ccccc4)[nH]n3)CC2)cc1
15.9%	O=C(N[C@@H]1CN(Cc2c(F)cccc2F)C[C@H]1CO)c1cccnc1
21.1%	O=CNNC(=S)NCc1ccccc1
-35.9%	CCOC(=O)c1ccccc1NC(=O)CN1C(=O)NC2(CCCCC2)C1=O
-4.5%	CCOc1ccc(NC(=O)CSc2nc(-c3cccs3)cc(C(F)(F)F)c2C#N)cc1
-17.4%	COc1ccc(OCCOC(=O)c2[nH]c3c(c2C)C(=O)CCC3)cc1
2.7%	O=C(O)c1cc(-c2ccncc2)nc2ccccc12
-16.3%	O=C1CC(c2ccccc2)N(C(=O)CNC(=O)NCc2ccccc2)CCCCCN1 (centres undefined)
?	CCOC(=O)N1CCN(c2nc3ccc(C(=O)c4ccccc4)cc3n3cnnc23)CC1
14.1%	COc1cccc(S(=O)(=O)N2CCC3(CC2)CC(OC)CCO3)c1 (centres undefined)

# An excerpt of these results, as labelled records.
> CCOc1ccc(NC(=O)CSc2nc(-c3cccs3)cc(C(F)(F)F)c2C#N)cc1
  KDM5B inh = -4.5%
> CCOc1ccc(CC(=O)NC2CCN(c3cc(-c4ccccc4)[nH]n3)CC2)cc1
  KDM5B inh = -14.3%
> CCOC(=O)N1CCN(c2nc3ccc(C(=O)c4ccccc4)cc3n3cnnc23)CC1
  KDM5B inh = ?
> O=C(N[C@@H]1CN(Cc2c(F)cccc2F)C[C@H]1CO)c1cccnc1
  KDM5B inh = 15.9%

# Next structures follow.
KDM5B inh	SMILES
7.4%	COc1ccccc1OCCCC(=O)Nc1ccc2c(c1)OCCO2
-16.5%	CCCCCCCCCCOC1CCS(=O)(=O)C1 (centres undefined)
-22.6%	O=C1CC(c2ccccc2)N(C(=O)C2CC2)CCCN(C(=O)c2ccoc2)CCN1 (centres undefined)
-4.2%	N#CC(C(=O)CSc1ccc2c(c1)OCCO2)c1nc(-c2ccccc2)cs1 (centres undefined)
?	O=C(Nc1ccc(OC(F)(F)F)cc1)c1nc2ccccc2nc1N1CCCCC1
-1.2%	CCN(CC(=O)N1CCCCC1)S(=O)(=O)c1ccccc1
-22.3%	CCOc1ccc(CNC(=O)C2CCCCN2S(=O)(=O)c2ccc(F)cc2)cc1OC (centres undefined)
-12.6%	CC(Nc1ccc(NC(=O)c2cccc[n+]2[O-])cc1)c1ccccc1 (centres undefined)
-4.3%	CC1Oc2ccc(-c3csc(NC(=O)c4cccs4)n3)cc2NC1=O (centres undefined)
26.8%	COc1ccc([N+](=O)[O-])cc1NC(=O)CCN1CCOCC1
7.0%[86.2 µM]	C[C@@H](c1ccccc1)N1C(=O)[C@@H]2CN(S(=O)(=O)c3cccs3)CCN2C1=O
14.2%	COCC1CCCN(C(=O)c2cc(Cn3c(C)nc4ccccc43)[nH]n2)C1 (centres undefined)
?	Cc1cccc(N/N=C/c2ccc(O)c(O)c2O)c1
-4.1%	CCc1ccc(NC(=O)Cn2c(C)cc3nc4n(c(=O)c32)CCCCC4)cc1
5.2%	Cc1csc(NC(=O)CCNC(=O)c2ccsc2)n1
?	Cc1ccc(-n2ncc3c(N4CCCCC4)ncnc32)cc1
?	CNC(=O)[C@@H]1C[C@H](Oc2cccnc2)CN1C(=O)CN1CCCCCC1
-22.1%	CCn1cc(CNC(=O)c2cc(-c3ccccc3)nc3ccccc23)cn1
148.9%[activator]	COC1CCN(CC2CCCCCN2)CC1 (centres undefined)
-19.1%	COc1ccc(Nc2nc3c(S(=O)(=O)c4ccccc4)nnn3c3ccc(Cl)cc23)cc1OC
?	Cc1cccc(C)c1-n1ncc(C(=O)N2CCN(c3ccccn3)CC2)c1C1CCN(C(=O)OC(C)(C)C)CC1
?	COc1ccc(CN2CCc3nc(N4CCN(c5ccc(F)cc5)CC4)ncc3C2)c(OC)c1OC
12.1%	O=C(O)[C@@H]1CN(C(=O)CCCc2cn[nH]c2)C[C@H]1c1ccc2c(c1)OCO2
18.9%[115 µM]	CC(=O)N1Cc2ccccc2CC2(CCCN(CCc3ccc(C)cc3)C2)C1 (centres undefined)
?	CC1=NOC2(CCN(Cc3cccc4ccccc34)C2)C1 (centres undefined)
368.5%[activator]	COCCNC(=O)COC(=O)c1cc(-c2cccs2)nc2ccccc12
10.7%	CN(CCCNC(=O)c1nc2ccccc2c(=O)[nH]1)C(=O)c1ccc2ccccc2c1
-9.5%	O=C(Cc1cccs1)N1CCCC(Cc2nncn2CC2CC2)C1 (centres undefined)
9.2%	CC(=O)Nc1ccc(NC(=O)CCNS(=O)(=O)c2ccc3c(c2)CCN3C(=O)C2CC2)cc1
4.6%	CC(C(=O)Nc1ccc(OC(F)F)c(Cl)c1)n1cccn1 (centres undefined)
-4.9%	COc1cccc(CN2CCC(Oc3ccc(-c4noc(C5CC5)n4)cc3)C2)c1 (centres undefined)
?	COc1ccc(C(C(=O)NCc2ccccc2)N(Cc2cccnc2)C(=O)c2snc(C(N)=O)c2N)cc1OC (centres undefined)
-0.6%	CCN(CC)C(=O)N1CCCN(S(C)(=O)=O)C(c2ccccc2)CC(=O)NCC1 (centres undefined)
4.2%	CCCNc1nc2ccccc2nc1C(=O)Nc1c(C)cccc1CC
9.2%	COc1cccc(N2C(=O)Nc3ccc(Br)cc3C2(O)C(=O)NCCCN(C)C)c1 (centres undefined)
31.6µM*	COC(=O)[C@@H]1Cc2nc[nH]c2CN1Cc1ccc(OC)c2ccccc12
-17.1%	Cc1cc(/C=C/C(=O)c2ccc3ccccc3c2)c(C)s1
?	Cc1cc(Oc2nc3ccccn3c(=O)c2/C=C(\C#N)c2nc3ccccc3s2)ccc1Cl
1.6%	Cc1nnc([C@@H]2CC(F)(F)CN2C(=O)COc2ccc(Cl)cc2)o1
35.5µM*	CN1CCN(c2cc(=O)c3ccnc(-c4ccc(CO)cc4)c3o2)CC1
-12.4%	Cc1cc2oc(=O)cc(CN3CCN(c4ccccc4F)CC3)c2cc1O
-6.1%	Cc1ccccc1NC(=O)c1ccc2c(c1)CCCN2S(C)(=O)=O
3.5%	Cc1cc(NC(=O)CNc2cc(S(=O)(=O)N3CCOCC3)ccc2Oc2ccc(F)cc2)no1
-33.1%	C[C@H](C(=O)NCCN1CCOCC1)C1CC[C@@]2(C)Cc3sc(CS(=O)(=O)C(C)(C)C)nc3[C@@H](C)[C@@H]2[C@H]1O (some centres undefined)
-27.3%	N#C/C(=C\c1ccc(OCc2ccc(Cl)c(Cl)c2)cc1)C(=O)c1ccccc1
-10.6%	CCOc1ccc2nc(N3CCC(C(=O)Nc4ccc(Br)cc4F)CC3)sc2c1
23.4%[115 µM]	COc1cccc([S+](=O)([O-])N2CCn3ncc(C(=O)N4CCOCC4)c3C2)c1
?	CCc1ccc(NC(=O)Cn2ccn3nc4c(c3c2=O)CCCCC4)cc1
17.3%	O=S(=O)(NC1Cc2ccccc2C1)c1ccccc1
?	COc1cccc(CNC2CCCCCC2)c1OC

# Next compounds
KDM5B inh	SMILES
18.3%	COC(=O)C1CN(Cc2ccc(OC)cc2)CCS(=O)(=O)N1Cc1cn(Cc2ccc(OC)cc2)nn1 (centres undefined)
-25.1%	COc1ccc(CC(=O)N2CCN(c3cc(-c4ccc(OC)cc4)[nH]n3)CC2)cc1
13.0%	Cc1nc2ccccc2c(C(=O)O)c1C
-13.1%	Cc1cccc(NC(=O)c2ccc3nc(C(C)C)oc3c2)c1C
18.6%	C=C(C)Cn1c(N2CCC(C(N)=O)CC2)nc2c1c(=O)n(C)c(=O)n2C
13.5%[115 µM]	Fc1cc(F)cc(-c2ccc(CN3CC4CCC(C3)N4c3ccc(C(F)(F)F)cc3)cc2)c1
?	N#Cc1nc(-c2ccc(F)cc2)oc1NCCc1ccccc1
56.2µM*	CC(C)C(=O)N1Cc2ccccc2CC2(CCCN2Cc2ccncc2)C1 (centres undefined)
10.4%	COc1ccc(C(=O)N2CCc3n[nH]c(=O)n3CC2)cc1F
-2.6%	CC1CCCN(c2cc3c(cc2F)c(=O)c(S(=O)(=O)c2cccc(Cl)c2)cn3C)C1 (centres undefined)
7.0%	Cn1c(=O)[nH]c(=O)c2c1nc(NCCCO)n2CCOc1ccccc1
9.3%	CSc1ccc(Cl)c(C(=O)OCC(=O)OC2CC(C)CCC2C(C)C)c1 (centres undefined)
-11.8%	Clc1ccc(-n2ncc3c(NC4CCCCCC4)ncnc32)cc1
-4.4%	CC(C)n1nc(C(=O)Nc2cccc(C(F)(F)F)c2)c2ccccc2c1=O
?	COc1cccc2c1cc1c(=O)n(CC(=O)O)nc(C)n12
23.1%[149 µM]	CS(=O)(=O)N1CC2(CCCN(CC3CC3)C2)Cc2ccccc21 (centres undefined)
9.1%	O=C1OC(CCl)CN1Cc1ccc([N+](=O)[O-])cc1 (centres undefined)
-20.1%	CC(=O)Nc1ccc(Cl)c(C(=O)N2CCC3(CCCN(C)C3=O)C2)c1 (centres undefined)
-5.8%	O=C(NCc1ccc(F)cc1Cl)C1CCN(C(=O)c2ncn3c2COC(c2ccccc2)C3)CC1 (centres undefined)
-11.3%	COc1cc(C(=O)NCC2CCCO2)cc(Cl)c1OCCC(C)C (centres undefined)

# Look-ups from the entries so far:
# `Cn1c(=O)[nH]c(=O)c2c1nc(NCCCO)n2CCOc1ccccc1` in KDM5B inh is entered as 7.0%
# `CC(=O)Nc1ccc(Cl)c(C(=O)N2CCC3(CCCN(C)C3=O)C2)c1` (centres undefined) in KDM5B inh is entered as -20.1%
# `Clc1ccc(-n2ncc3c(NC4CCCCCC4)ncnc32)cc1` in KDM5B inh is entered as -11.8%

# Additional structures follow:
KDM5B inh	SMILES
8.5%	CC(CCc1ccccc1)NC(=O)CC1CC2CCC1C2 (centres undefined)
-10.2%[86.2 µM]	O=C(NC[C@H]1OC[C@@H](NCc2ccc(F)cc2)[C@@H]1O)c1ccncc1
?	COc1ccc(N2C(=O)c3ccccc3NC2c2cnn(-c3ccccc3)n2)cc1 (centres undefined)
7.5%	CC(C)(C)c1ccc(C(=O)NC(CC(=O)O)c2ccc(C(C)(C)C)cc2)cc1 (centres undefined)
?	CN(C)c1nc(NCCN2CCOC2=O)ncc1F
25.8%	COC(=O)c1ccc([N+](=O)[O-])c(CS(=O)(=O)c2ccc(Cl)cc2)c1
-17.7%	COCCN1CC2(CCCN(C(=O)CCc3cccc(F)c3)C2)CCC1=O (centres undefined)

# Screens: PubChem, National Center for Advancing Translational Sciences (NCATS)

# Some of the compounds tested, so the mix of outcomes need not match the whole.
